inhibitors of VEEV – inhibitors of VEEV TC-83 cytopathic effect, confirmation, Vero cells (AID 588727); Vero cells, VEEV TC-83 cytopathic effect inhibition; higher % means a stronger effect; inhibition, % at 20 µM, or IC50 in µM where a hit was titrated; 350,000 compounds, 0.13% hits; in the data active means a potency from the dose series; inconclusive means inhibition mostly from about 14% at the one dose, without a potency; inactive means the rest, 99 in 100 with inhibition below about 12%; further: strong numbers were not always called active
M. tuberculosis – growth inhibition of non-replicating M. tuberculosis (AID 488890) | Mycobacterium tuberculosis non-replicating, growth inhibition; higher % means a stronger effect | inhibition, % at 25 µM; hits with a dose series show IC50 in µM | 320,000 compounds, 0.39% hits; in the data active means a potency from the dose series; inconclusive means inhibition mostly from about 82% at the one dose, without a potency; inactive means the rest, 99 in 100 with inhibition below about 76%;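 further: plate controls were DMSO cells for no effect and high antibiotic wells for full effect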
PhoP GFP inhibition – PhoP regulon inhibitors, Salmonella typhi PhoP promoter GFP reporter, confirmatory (AID 1850); Salmonella Typhi PhoP-promoter GFP reporter, fluorescence, 4 h; higher % means a stronger effect; inhibition, % at 50 µM, or IC50 in µM where a hit was titrated; 310,000 compounds, 0.33% hits; in the data active means a potency from the dose series; inconclusive means inhibition mostly from about 25% at the one dose, without a potency; inactive means the rest, 99 in 100 with inhibition below about 19%;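 further: 0% = induced wells with vehicle and 100% = uninduced wells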
influenza NS1A – NS1A inhibition, H1N1 influenza, cell based functional assay (AID 504329); NS1A functional cell-based assay, percent inhibition; higher % means a stronger effect; inhibition, % at 12.5 µM, or IC50 in µM where a hit was titrated; 340,000 compounds, 0.3% hits; in the data active means a potency from the dose series; inconclusive means inhibition above about 27% without an active follow-up result; further: strong numbers were not always called active
M. tuberculosis HTS – M. tuberculosis growth inhibition, HTS (AID 449762) | M. tuberculosis H37Rv growth inhibition, 7H9 media; higher % means a stronger effect | inhibition, % at 25 µM; hits with a dose series show IC50 in µM | 330,000 compounds, 0.59% hits; in the data active means a potency from the dose series; inconclusive means inhibition above about 70% without an active follow-up result;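 further: bacterial growth assessed after seven days of incubation; strong numbers were not always called active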
inhibitors of VEEV 10K pilot screen – also measured in inhibitors of VEEV; calls as there; inhibition, %; measured here: 10K pilot screen inhibition
The depositor's hits bear a star; i = inactive; ? = inconclusive; . = no result given.

Start of the data: the first 3 compounds, ahead of the listing:
SMILES | inhibitors of VEEV | M. tuberculosis | PhoP GFP inhibition | influenza NS1A | M. tuberculosis HTS | others
O=C(CNc1ccccc1-c1ccccc1)NCc1ccccc1 | 0.5% | 51% | -4% | 3% | 7%
CCCCN(C(=O)c1ccc(Cl)c(S(=O)(=O)N2CCOCC2)c1)c1c(N)n(CCC)c(=O)[nH]c1=O | 1.5% | 6% | 9% | -4% | -1%
COC(=O)c1sc2nc(CSc3nc4ccc(C)cc4[nH]3)[nH]c(=O)c2c1C | 0.6% | 8% | -6% | -7% | 10%

The listing, repeating the preview:
SMILES | inhibitors of VEEV | M. tuberculosis | PhoP GFP inhibition | influenza NS1A | M. tuberculosis HTS | others
O=C(CNc1ccccc1-c1ccccc1)NCc1ccccc1 | 0.5% | 51% | -4% | 3% | 7%
CCCCN(C(=O)c1ccc(Cl)c(S(=O)(=O)N2CCOCC2)c1)c1c(N)n(CCC)c(=O)[nH]c1=O | 1.5% | 6% | 9% | -4% | -1%
COC(=O)c1sc2nc(CSc3nc4ccc(C)cc4[nH]3)[nH]c(=O)c2c1C | 0.6% | 8% | -6% | -7% | 10%
CC1CCN(c2c(NCc3ccc(C(=O)N4c5ccccc5CC4C)cc3)c(=O)c2=O)CC1 (centres undefined) | 6.9% | . | -3% | 4% | 2%
CCOC(=O)c1ccc2[nH]c(C)c(C)c2c1 | 7.1% | 72% | -1% | 8% | 68%
CCc1ccc(C(=O)NNC(=O)CN2C(=O)NC(CC)(c3ccccc3)C2=O)cc1 (centres undefined) | 0.9% | -13% | 8% | -7% | -2%
CC(C)(C)OC(=O)N1CCC(C(=O)Nc2ccc(C(=O)NC3CC3)cc2)CC1 | 2.8% | . | . | -9% | .
N#Cc1cnc(SCC(=O)N2CCCCC2)nc1N | i | -10% | -5% | 3% | -2%
COC(=O)C1=C(C)N(C(C)c2ccccc2)C(=O)C1 (centres undefined) | 1.9% | 7% | 7% | 1% | 6%
Cc1ccc(NCc2nnc(SCC(=O)N3c4ccccc4Sc4ccccc43)o2)c(C)c1 | 3.8% | -24% | -5% | -3% | 2%
CCOc1ccccc1N1C(=O)CC(=O)NC1=O | 2.6% | -6% | -31% | 5% | 5%
CN1CCN(S(=O)(=O)c2ccc(CNC(=O)c3ccccc3)s2)CC1 | 0.5% | -23% | 11% | -3% | -12%

Sorted by heavy-atom count (rising): 5 of the compounds above
SMILES | inhibitors of VEEV | M. tuberculosis | PhoP GFP inhibition | influenza NS1A | M. tuberculosis HTS | others
O=C(CNc1ccccc1-c1ccccc1)NCc1ccccc1 | 0.5% | 51% | -4% | 3% | 7%
CN1CCN(S(=O)(=O)c2ccc(CNC(=O)c3ccccc3)s2)CC1 | 0.5% | -23% | 11% | -3% | -12%
COC(=O)c1sc2nc(CSc3nc4ccc(C)cc4[nH]3)[nH]c(=O)c2c1C | 0.6% | 8% | -6% | -7% | 10%
CC1CCN(c2c(NCc3ccc(C(=O)N4c5ccccc5CC4C)cc3)c(=O)c2=O)CC1 (centres undefined) | 6.9% | . | -3% | 4% | 2%
CCCCN(C(=O)c1ccc(Cl)c(S(=O)(=O)N2CCOCC2)c1)c1c(N)n(CCC)c(=O)[nH]c1=O | 1.5% | 6% | 9% | -4% | -1%

Additional structures follow.
SMILES | inhibitors of VEEV | M. tuberculosis | PhoP GFP inhibition | influenza NS1A | M. tuberculosis HTS | others
NS(=O)(=O)c1ccc(NC(=O)CN2CCc3ccccc32)cc1 | 0.1% | 1% | 8% | -5% | 0%
CCN1C(=O)C2(C(C#N)=C(N)Oc3n[nH]c(-c4ccc(Cl)cc4)c32)c2ccccc21 (centres undefined) | i | 36% | 1% | -3% | -17%
CCOC(=O)C1=C(N)OC2=C(C(=O)CCC2)C1c1ccc(C)s1 (centres undefined) | 0.0% | 5% | 16% | 2% | 2%
CCOc1cc(C(=S)N2CCOCC2)ccc1OS(=O)(=O)c1ccc(Br)cc1 | i | 1% | -6% | 5% | 3%
c1ccc(-c2nc(NCc3ccco3)c3ccccc3n2)cc1 | 7.3% | 8% | -1% | -8% | 7%
COc1ccccc1NC(=O)N1CCCC1C(=O)NC12CC3CC(CC(C3)C1)C2 (centres undefined) | 3.6% | 20% | -3% | -2% | 0%
CC[N+](C)(C)CC/C=C1/c2ccccc2Sc2ccc(Cl)cc21 | i | 56% | 5% | . | -9%
CC(C)S(=O)(=O)c1csc(C(=O)NN)c1-n1cccc1 | 0.6% | 6% | 6% | -8% | -3%
CC(C)(CNC(=O)c1ccc(NS(=O)(=O)c2ccc(Br)cc2)cc1)N1CCOCC1 | 2.8% | 15% | -8% | 2% | -2%
CC1=Nc2ccccc2/C1=C\c1sc(Nc2ccc(C)cc2)nc1O | ? | ? | -7% | 9% | ?
CC1CCCN(c2ccc(C(=O)NCc3ccccc3)cn2)C1 (centres undefined) | 2.2% | 19% | -2% | -1% | 45%
O=C(CSC1CN(C(c2ccccc2)c2ccccc2)C1)N/N=C/c1ccccc1 | 0.8% | 30% | 9% | 6% | -4%
c1ccc(OCCN2CCN(C(c3ccccc3)c3ccccc3)CC2)cc1 | i | 45% | -5% | 3% | ?
Cc1ccc(/C=N/NC(=O)CSCc2ccc(Cl)cc2)cc1 | i | 55% | -2% | 6% | ?
Cc1c(C(=O)OCC(=O)N2CCN(c3ccccc3)CC2)oc2ccccc12 | i | 3% | . | 6% | -6%
CCN1C(=O)C(C(=O)Nc2ccc(OC)cc2)C2CC1(C)Oc1ccccc12 (centres undefined) | 0.5% | 5% | -10% | -13% | 0%
CC1CCN(c2ccccc2NC(=S)NC(=O)c2cccs2)CC1 | 7.0% | 49% | -3% | -3% | 2%
COc1cc2c(c(OC)c1OC)-c1ccc(OC)c(=O)cc1C(NC(C)=O)CC2 (centres undefined) | 8.2% | 1% | -3% | -10% | 6%
CCc1nc(SCC(=O)c2ccc3c(c2)OCCO3)c2ccccc2n1 | i | 21% | 2% | 0% | 2%
CC(=O)C1CCCN(C(=O)c2ccc3oc(CCc4ccccc4)nc3c2)C1 (centres undefined) | 2.9% | 15% | -2% | -3% | -2%
O=C(OCC(=O)c1c[nH]c2ccccc12)C1=COCCO1 | 1.3% | 9% | 3% | 8% | 52%
COc1ccc(/C=N/n2c(=O)[nH]c3c([nH]c4ccc(Br)cc43)c2=O)cc1CN1CCOCC1 | 1.3% | 2% | 0% | -5% | -3%
C=CCn1c(=NC(=O)C2CC2)sc2cc(NC(C)=O)ccc21 | 5.6% | . | . | 2% | -2%
CC1CN(S(=O)(=O)c2cccc(C(=O)Nc3cc(Cl)ccc3N3CCOCC3)c2)CC(C)O1 (centres undefined) | 3.1% | 25% | . | -21% | 4%
COc1ccc(Br)cc1CN(C)CC(=O)Nc1cc(Cl)ccc1Cl | i | 7% | -7% | -11% | -1%
O=c1ccn(Cc2ccccc2)c(=O)n1Cc1ccccc1 | 0.9% | 7% | -2% | 3% | 0%
COc1ccc(CNC(=O)c2cccc(C)c2[N+](=O)[O-])cc1 | 0.1% | -27% | -6% | -1% | 9%
C[C@H](O)[C@@H]1C(=O)N2CCc3ccc(-c4ccccc4)cc3[C@@H]2C[C@@H]1N(C)C(=O)Nc1cc(Cl)cc(Cl)c1 | i | . | . | -7% | .
O=c1c2ccccc2nc(/C=C/c2ccc(O)cc2)n1-c1ccccc1O | 9.4% | 13% | 2% | -4% | 0%
O=C(Cn1c(=O)c(=O)n(Cc2ccccc2)c2ccc(Cl)cc21)Nc1ccc(F)cc1F | i | 3% | 1% | 0% | -6%
Cc1cccnc1CCNC(=O)CCc1nnc(-c2ccccc2)o1 | 0.1% | 0% | -7% | 1% | 10%
Cc1ccc(C)c(OC(=O)c2cccnc2Cl)c1C | 0.3% | 4% | -5% | -4% | 5%
Cc1ccc(Cl)c(NC(=O)CSc2n[nH]c(=O)n2C2CC2)c1Cl | 1.2% | -2% | . | -20% | -12%
COc1cccc(CN2CCN(C3CCOCC3)CC2CCO)c1 (centres undefined) | 0.4% | 10% | -11% | 13% | 0%
O=C(COC(=O)c1ccco1)Nc1ccccc1[N+](=O)[O-] | 0.5% | 52% | 5% | 8% | 5%
CNC(=O)CN1C(=O)NC(c2ccccc2)(c2ccccc2)C1=O | 0.5% | -1% | 12% | -23% | 3%
CC/C(=N\Nc1cccc2ccccc12)c1c(O)[nH]c(=O)[nH]c1=O | 9.1% | 27% | -7% | 5% | 4%
Cc1nn(-c2ccccc2)c(C)c1/C=N/NC(=O)c1cccs1 | 0.2% | 52% | 6% | 0% | 16%
O=C(Nc1nnc(-c2ccccc2F)s1)C1CCCO1 (centres undefined) | 8.2% | 6% | -1% | -4% | 0%
O=C1CC(Nc2ccc(N3CCOCC3)cc2)C(=O)N1CCc1ccccc1 (centres undefined) | 0.4% | 11% | -10% | 1% | -11%
Cc1ccc(CN2CC(=O)N3[C@H]4c5cc(C)ccc5OC[C@@H]4[C@H](c4ccccc4)[C@]3(C)C2=O)cc1 | 5.3% | 30% | . | 6% | 15%
COc1ccc(C(C(=O)NC2CCCC2)N(C(=O)c2ccco2)c2cccc(C(C)=O)c2)cc1OC (centres undefined) | 0.7% | 11% | 8% | 2% | 0%
Cc1ccc(CN2CCN(/N=C/c3ccc(Cl)c([N+](=O)[O-])c3)CC2)cc1 | i | 13% | -8% | 4% | 23µM*
Cc1cccc(C)c1NC(=O)/C(=C/c1ccco1)c1ccccc1 | 1.1% | 20% | 14% | -4% | 1%
NC(=O)CC(NC(=O)Cc1ccc(Br)cc1)c1ccc(NCc2cc(F)ccc2F)c([N+](=O)[O-])c1 (centres undefined) | 1.3% | -4% | 1% | -3% | 2%
CCN(CC(=O)Nc1ccccc1OC)C(=O)COc1ccc(C#N)cc1 | i | . | . | 6% | .
O=C(CSc1nc(-c2ccccc2)cs1)N1CCc2ccccc21 | 3.6% | -7% | 1% | 22% | -9%
COc1ccc(-c2ccc(/C=C3\C(=O)N(c4ccccc4)N=C3c3ccccc3)o2)c([N+](=O)[O-])c1 | i | 10% | 14% | 10% | 6%
COC(=O)c1oc(-c2ccc(Cl)cc2)nc1C | 2.0% | 3% | -7% | -6% | 8%
O=C(CNc1ccc(Cl)cc1)NNC(=S)NCc1ccccc1 | 2.1% | -7% | -3% | 18% | -6%
NC(=O)C1CCCN(CC(=O)Nc2ccccc2C(=O)NC2CC2)C1 (centres undefined) | 1.2% | 1% | . | -11% | 1%
COc1ccc(/C(C)=N/NS(=O)(=O)c2ccccc2)c(OC)c1 | i | -1% | 10% | 8% | 2% | inhibitors of VEEV 10K pilot screen=0.6
Cc1cc(NC(=O)C(C)Oc2ccccc2)no1 (centres undefined) | 0.8% | 14% | 2% | 0% | -3%
CSc1ccc(C(c2c(C(=O)O)[nH]c3ccccc23)c2c(C(=O)O)[nH]c3ccccc23)cc1 | 1.1% | -1% | 4% | -15% | -2%
O=C(NNC(=O)c1ccc2c(c1)OCO2)NC12CC3CC(CC(C3)C1)C2 | 1.5% | 26% | -7% | -2% | 3%
CN1CCC(=O)N([C@H](CC#N)c2ccccc2)CC1 | i | 12% | -2% | 8% | -4%
Cc1ccc(-c2nn3c(C)nnc3s2)cc1NC(=O)CSc1ccc(Cl)cc1 | 3.6% | 3% | -4% | -3% | -10%
Cc1nc2cc(-c3ccsc3-n3c(C)ccc3C)[nH]n2c(=O)c1Cl | 0.7% | 49% | -8% | -3% | -4%
O=C(NCc1ccccc1)C(c1ccncc1)N(C(=O)c1csnn1)c1ccccc1F (centres undefined) | i | 4% | 7% | 5% | -1%
CC(C)OC(=O)c1ccc(COC(=O)c2cccc(-c3nnc(-c4ccccc4)o3)c2)cc1 | 0.3% | 43% | -8% | -3% | 8%
COc1ccc(N2CCN(C(=O)c3oc4ccccc4c3NC(=O)CCc3cc(OC)no3)CC2)cc1 | 0.2% | 13% | 3% | 4% | 7%
CCOC(=O)Cc1csc(NC(=O)CSc2nc(C)cc(=O)[nH]2)n1 | 1.4% | -25% | -4% | -4% | -1%

High-throughput results (PubChem BioAssay)

The order is random; any-hit rate near 1.5%.
